Screening results: PubChem BioAssay, The Scripps Research Institute Molecular Screening Center
FBW7 activator = human FBW7 E3 ligase activation, primary screen. 650,000 compounds, 0.13% hits. AlphaScreen FBW7–phospho-cyclin E peptide binding, activator screen. normalized activity (activation), % at 26.1 µM. Q969H0; in the data active = normalized activity above about 1.9%;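 note: purified mutant Fbw7 with reduced substrate affinity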
TEAD-YAP block = TEAD-YAP interaction inhibition. HEK-TIYL cells, TEAD-Gal4/YAP UAS-luciferase luminescence. 640,000 compounds, 1.4% hits. inhibition, % at 9.12 µM; in the data active = inhibition above about 32%;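 note: 0% = median of test compound wells and 100% = reference inhibitor wells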
GPR151 activ = activates the human receptor GPR151; Q8TDV0; PathHunter beta-arrestin GPR151 cells, luminescence; activation, % at 11.2 µM; 650,000 compounds, 1% hits; AID 1508602; in the data active = activation above about 4.9%;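 note: 0% = median of compound wells and 100% = cells with positive control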
Target sequence (Q8TDV0 whole entry, looked up): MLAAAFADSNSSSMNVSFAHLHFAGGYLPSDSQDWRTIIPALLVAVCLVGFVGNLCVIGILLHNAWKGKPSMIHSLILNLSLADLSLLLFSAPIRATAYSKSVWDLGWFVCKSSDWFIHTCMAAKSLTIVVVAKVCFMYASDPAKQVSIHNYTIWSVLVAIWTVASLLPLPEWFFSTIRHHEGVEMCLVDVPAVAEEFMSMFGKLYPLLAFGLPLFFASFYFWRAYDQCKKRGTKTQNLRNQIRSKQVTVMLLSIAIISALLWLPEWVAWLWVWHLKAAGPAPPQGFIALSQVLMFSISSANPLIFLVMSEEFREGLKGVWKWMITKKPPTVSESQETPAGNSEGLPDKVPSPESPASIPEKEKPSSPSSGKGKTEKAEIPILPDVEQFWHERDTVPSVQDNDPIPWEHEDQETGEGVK
MITF inh = blocks human microphthalmia-associated transcription factor | 650,000 compounds, 0.91% hits | inhibition, % at 2.6 µM | O75030 | AlphaScreen MITF homodimerization, bead proximity signal; in the data active = inhibition above about 50%;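 note: 0% = vehicle wells with protein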
Target sequence (O75030 whole entry, looked up): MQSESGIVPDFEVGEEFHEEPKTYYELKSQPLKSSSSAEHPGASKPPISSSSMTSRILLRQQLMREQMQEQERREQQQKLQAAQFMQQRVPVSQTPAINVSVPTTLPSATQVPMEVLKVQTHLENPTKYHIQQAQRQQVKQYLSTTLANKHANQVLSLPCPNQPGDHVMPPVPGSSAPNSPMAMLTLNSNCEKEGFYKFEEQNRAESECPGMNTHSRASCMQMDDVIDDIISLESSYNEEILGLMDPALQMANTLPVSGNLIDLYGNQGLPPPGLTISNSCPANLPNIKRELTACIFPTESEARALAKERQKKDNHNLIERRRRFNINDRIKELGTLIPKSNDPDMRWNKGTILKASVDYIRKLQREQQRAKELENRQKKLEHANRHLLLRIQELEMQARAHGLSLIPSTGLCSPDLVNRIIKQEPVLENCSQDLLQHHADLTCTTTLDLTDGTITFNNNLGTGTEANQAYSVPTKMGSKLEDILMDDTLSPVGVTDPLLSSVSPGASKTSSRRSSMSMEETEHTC
* = called active by the depositor; nt = no result given. Rows were taken by chance; overall some 3.4% were active at least once.

#	SMILES	FBW7 activator	TEAD-YAP block	GPR151 activ	MITF inh
1	CCOC(=O)C1=CNc2ccccc2S1	0.3	-7	-0.5	-11
2	O=C(Cc1cn(-c2ccc(Nc3ccccc3)nn2)c2ccccc12)NC1CCN(Cc2ccccc2)CC1	-0.1	-14	2.2	-3
3	Cc1ccc(-c2nc(CS(=O)(=O)CC(=O)NC3CCCC(C)C3C)c(C)o2)cc1 (configuration not stated)	0.1	13	1.2	9
4	Cc1ccc(-c2noc(C3CCCN(S(=O)(=O)c4ccc(F)cc4)C3)n2)cc1 (configuration not stated)	-0.2	0	-0.8	-10
5	O=c1ccc2cc(S(=O)(=O)N3CCN(c4cc(Cl)ccc4Cl)CC3)ccc2o1	0.0	7	2.0	4
6	Cc1noc(C)c1C(=O)Nc1ccc(S(=O)(=O)N2CCN(C)CC2)cc1	0.1	7	1.0	12
7	COc1ccc(C2=NN3C(C2)c2cc(Cl)ccc2OC3c2ccc(OC)c(OC)c2OC)cc1 (configuration not stated)	0.1	-43	-1.8	22
8	CCN1CCN(Cn2nc3c4ccccc4ncn3c2=O)CC1	0.0	0	-0.2	-9
9	CCOc1ccc(OCC)c(NC(=O)Cn2cccc2)c1	-0.3	-14	-0.6	2
10	COc1ccc(Nc2nc3cc(S(=O)(=O)N4CCOCC4)ccc3o2)cc1	-0.1	9	3.3	-4
11	CC(C)CCNC(=O)C1CCC(CNc2c(N3CCC(C)CC3)c(=O)c2=O)CC1 (configuration not stated)	0.1	2	0.1	7
12	CC(=O)N1CCc2cc(Br)cc(S(=O)(=O)NCCN3CCN(c4ccccc4)CC3)c21	0.3	-2	1.4	19
13	Nc1ccc(/C=C/C(=O)c2cccs2)cc1	0.0	-82	-1.9	1
14	Cc1cccc(-c2nc3ccccc3c(=O)n2NCc2cccc(Br)c2)c1	0.9	0	-1.5	44
15	Cc1cc2nc(=O)c(/C=C3\C=CC(=O)C(O)=C3)c(N)n2o1	-0.2	-10	1.2	43
16	COc1ccc(C(NC(=O)c2cc(OC)c(OC)c(OC)c2)c2cc(Cl)c3cccnc3c2O)cc1 (configuration not stated)	-0.2	7	1.9	3
17	CC1=C(C(=O)Nc2ccccn2)C(c2cccnc2)n2nnnc2N1 (configuration not stated)	-0.1	-26	-0.9	-3
18	CN(C)c1ccc(/C=C2/N=C(c3ccco3)OC2=O)cc1Br	0.1	-7	-0.6	3
19	Cc1ccc(-c2nnn(CC(=O)N(CC(=O)NC3CCCC3)c3cccc(F)c3)n2)o1	0.1	0	-0.3	11
20	COc1cccc(CNC(=O)Cn2c(=S)[nH]c3c([nH]c4ccc(OC)cc43)c2=O)c1	-0.1	5	0.2	16
21	C=CCOc1ccc(/C=C2\C(=O)C(C(=O)OC)=C(C)N2c2ccc(F)cc2)cc1	-0.1	-9	3.5	7
22	COc1ccc(CCC(=O)Nc2ccc3nc(N4CCOCC4)cc(C)c3c2)cc1	1.6	-55	-0.7	22
23	CCOC(=O)c1c(NC(=O)c2ccc3c(c2)OCO3)sc(C(=O)Nc2ccccc2F)c1C	-0.2	7	0.0	-6
24	O=C(NC1CCCCC1)c1ccc(S(=O)(=O)C(F)F)cc1	0.0	-8	2.6	1
25	CC(C)C(NS(=O)(=O)c1cccc2nsnc12)C(=O)NCc1ccccc1 (configuration not stated)	-0.1	-7	-1.5	-12
26	CCCCCCCCCCCCCCCC(=O)OC[C@@H](O)COP(=O)(O)O	nt	nt	-1.5	14
27	O=C(O)/C(=C\c1ccco1)NC(=O)c1ccccc1Cl	0.0	2	-0.4	50
28	Cn1ncc2c(NNC(=O)c3ccc(Cl)cc3Cl)ncnc21	-0.1	-9	0.1	-2
29	CN(C)C(=O)C(=O)c1cccn1-c1cccc(Cl)c1C#N	0.4	13	-0.2	-10
30	O=C1COc2cc(S(=O)(=O)CCC(=O)N3CCOCC3)ccc2N1	0.1	-9	-1.4	-10
31	CCCOC(=O)c1ccc(NC(=O)C2CC2)cc1	0.1	-42	0.7	-10
32	Cc1cc(C(=O)NCC2CCCN(Cc3cn[nH]c3C3CCCCC3)C2)no1 (configuration not stated)	-0.1	6	-0.6	9
33	Cc1nc(SCC(=O)c2ccc(C(=O)CSc3nc(C)c(C)c(C)c3C#N)cc2)c(C#N)c(C)c1C	0.6	1	3.4	18
34	Cc1cccc(C)c1NC(=O)C(NC(=O)c1ccc(-n2cnnn2)cc1)c1ccccc1 (configuration not stated)	0.1	6	2.8	4
35	Cc1nc(-c2cccs2)c(CCC(=O)Nc2ccc(Cl)cc2Cl)s1	-0.1	-5	3.3	-6
36	COc1ccccc1C(=O)NCCn1cc(SCC(=O)Nc2ccccc2C(F)(F)F)c2ccccc21	0.0	-4	-0.1	-5
37	CN(CC1COc2ccccc2O1)c1ccc(S(=O)(=O)N2CCOCC2)cc1[N+](=O)[O-] (configuration not stated)	-0.1	5	-1.7	18
38	O=c1ccn(C/C=N/Nc2ccccc2)c(=O)[nH]1	0.0	0	3.1	0
39	COc1ccc(OC)c(CNCc2c(C(=O)O)c(C)n(Cc3ccccc3C)c2C)c1	-0.2	6	0.5	24
40	CCCCCOc1ccc(NC(=O)C(=O)NCCc2ccccc2Cl)cc1	-0.1	1	-1.0	11
41	C/C(N)=C(/C#N)C(=O)COC(=O)c1cc([N+](=O)[O-])ccc1N1CCCCC1	0.3	14	2.7	12
42	CCCCN1C(=O)C(=O)N(CC(=O)Nc2ccccc2I)C1=O	0.0	6	-1.6	1
43	CCC(C)(C)NC(=O)c1ccc2c(c1)N(CC(=O)N1CCCC1)C(=O)C(C)(C)O2	-0.2	-4	-0.7	-7
44	COc1cccc(C(=O)Nc2cccc(OC(=O)c3ccc(C)c(S(=O)(=O)N4CCOCC4)c3)c2)c1	0.0	36*	0.3	12
45	COc1ccc(CCNC(=O)c2sc3nc(-c4ccccc4)cn3c2C)cc1OC	0.0	2	0.8	18
46	O=C(O)/C(=C\c1cccc(Br)c1)NC(=O)c1ccccc1	0.0	3	-1.0	-2
47	Nc1c(C(=O)NCCc2ccccc2)sc(=S)n1-c1ccccc1	-0.2	-68	0.1	-1
48	Cc1ccccc1OCC(=O)Nc1nccs1	0.0	50*	-9.7	3
49	Cn1c(=O)c2c(nc(NCc3ccc4c(c3)OCO4)n2Cc2cccc(F)c2)n(C)c1=O	-0.6	1	1.4	-8
50	OCC1NCC(O)C(O)C1O (configuration not stated)	-0.1	-5	2.1	-5

Later entries:
Every second line gives: FBW7 activator, TEAD-YAP block, GPR151 activ, MITF inh
(51) Cc1cccc(C)c1-n1c(=S)sc2c(=O)n(-c3cccc(Cl)c3)c(SCC(=O)c3ccccc3)nc21
→ 0.2, 4, -0.8, 4
(52) CCCCn1c(N)nc2ccccc21
→ -0.2, 2, 1.2, 10
(53) O=C(N/N=C/c1cccc([N+](=O)[O-])c1)c1cc(-c2cccc([N+](=O)[O-])c2)n[nH]1
→ 0.2, 6, 1.7, 8
(54) Cc1ccc(/C=C/C(=O)OC/C(O)=C(\C#N)c2nc3ccccc3[nH]2)o1
→ -0.1, 14, -1.4, 1
(55) CCc1ccc(Nc2nc(-c3ccc(OC)c(OC)c3)no2)cc1
→ 0.1, -23, 3.4, 6
(56) CC1CCCN(C(=O)c2cccc(Cl)c2)C1 (configuration not stated)
→ 0.3, -2, 1.2, -3
(57) CCCOc1cccc(C(=O)Nc2ccc3nn(-c4ccc(OCC)cc4)nc3c2)c1
→ 0.6, 0, -0.9, 6
(58) CC(C)n1c(Nc2cccc(N(C)C)c2)nc2c(Nc3ccc(N4CCOCC4)cc3)ncnc21
→ -0.2, 1, -1.1, 13
(59) COCCNC(=O)c1c[nH]n2c(=O)c(Cc3ccc(Cl)cc3)c(C)nc12
→ 0.0, 7, -0.4, -12
(60) Cc1ccc(F)cc1N1C(=O)CS(=O)(=O)C1c1ccc([N+](=O)[O-])cc1 (configuration not stated)
→ -0.1, -12, -1.5, 9
(61) COc1ccc(/C(O)=C2\C(=O)C(=O)N(CCCN3CCOCC3)C2c2ccc(Cl)cc2)cc1 (configuration not stated)
→ 0.2, -11, -1.0, 11
(62) OC1CCC(Nc2ncnc3sc(-c4ccccc4)cc23)CC1 (configuration not stated)
→ -0.1, -10, 1.6, 4
(63) CC1(C)CC2CC(C)(CN2C(=O)COC(=O)c2cc3ccccc3cc2O)C1 (configuration not stated)
→ -0.1, 1, 1.4, 8
(64) C=CCNC(=O)NC(=O)COC(=O)c1nc2nc(C)cc(C)n2n1
→ 0.2, 6, -1.9, 4
(65) COc1cccc(OCC(=O)N2CCOCC2)c1
→ 0.0, -10, 2.1, -6
(66) COC(=O)c1cc(C(=O)OC)c(C)nc1C
→ -0.1, -11, -0.8, 7
(67) C/C(=N\NC(=O)c1ccccc1F)c1cccc(Br)c1
→ 0.2, -42, -1.0, 1
(68) CC(C)N(CCNc1cc(-c2ccc3[nH]ccc3c2)nc(N)n1)C(C)C
→ -0.1, -4, 1.0, -33
(69) c1cc(-c2nc(N3CCOCC3)c3ccncc3n2)ccn1
→ -0.1, 25, 0.5, -6
(70) COc1cccc(-n2nnc3c(=O)n(CC(=O)c4ccc(Cl)cc4)cnc32)c1
→ 0.1, -9, 0.6, 1
(71) O=C1C2CC=CCC2C(=O)N1c1ncn[nH]1 (configuration not stated)
→ -0.1, -2, -1.3, 1
(72) COC(=O)c1c(NC(=O)CCc2ccccc2)sc2c1CC(C)(C)NC2(C)C
→ -0.1, -2, 4.5, 0
(73) CCNc1nc(C23CC4CC(CC(C4)C2)C3)cs1
→ -0.1, 3, -0.1, 4
(74) Cc1ccc(-c2n[nH]c(CNC(=O)c3cnccn3)n2)cc1
→ 0.1, -6, -0.8, 2
(75) CCOC(=O)c1c(N)n(-c2cc(C)cc(C)c2)c2nc3ccccc3nc12
→ 0.1, 8, 0.5, -7
(76) Cc1ccc2nc(NC(=O)c3nc(S(C)(=O)=O)ncc3Cl)sc2c1
→ -0.2, -14, -1.9, -3
(77) Cc1ccc(N2CC(=O)N(/N=C/c3ccncc3)CC2=O)cc1
→ 0.4, -1, 0.5, -5
(78) CN1CCN(C(=O)c2ccc(-c3cc(NCc4cccnc4)nc(N)n3)cc2)CC1
→ -0.2, -1, -0.1, -5
(79) CCOc1cc(C2C(C#N)=C(N)Oc3n[nH]c(-c4ccc(Cl)cc4)c32)cc([N+](=O)[O-])c1O (configuration not stated)
→ -0.4, 7, 1.4, 1
(80) CC(=O)N(Cc1cc2ccccc2[nH]c1=O)c1cccc(C)c1
→ -0.1, 8, -0.2, 3
(81) O=C(NCCc1ccccc1)c1cc(N2C(=O)C3C4CCC(C4)C3C2=O)ccc1Cl (configuration not stated)
→ -0.1, 12, 0.2, -5
(82) Cc1cccc(NC(c2ccccc2F)c2ccc3cccnc3c2O)n1 (configuration not stated)
→ -0.2, 24, -1.4, 6
(83) CCCc1nnc(SCC(=O)N2CCCCC2C)n1CC (configuration not stated)
→ -0.1, -1, -0.1, -7
(84) C=CCNC(=O)CC(=O)N/N=C\c1c(O)ccc2ccccc12
→ -0.8, 30, 0.1, 45
(85) NNC(=O)c1ccc2c(c1)S(=O)(=O)NNC2=O
→ -0.1, 2, -1.3, 4
(86) CCOc1ccccc1CN1CCNC(=O)C1CC(=O)NCCc1ccccc1Cl (configuration not stated)
→ 0.0, 6, 0.2, 1
(87) COc1ccc(C(=O)CNc2ccccc2Br)cc1
→ 0.0, -44, -1.4, 1
(88) CC(=O)N1CCC(C(=O)NC(c2ccc(F)cc2)c2ncccc2C)CC1 (configuration not stated)
→ 0.1, -13, -0.9, -6
(89) CC(=O)c1cccc(Nc2c3c(nc4ccccc24)CCC3)c1
→ -0.2, 56*, -0.1, -4
(90) CC(C)C(NC(=O)c1ccccc1NC(=O)c1ccccc1)C(=O)NNC(=O)c1ccncc1 (configuration not stated)
→ 0.1, 4, -1.1, 8
(91) O=C1OC(c2ccc(-c3ccccc3)cc2)=N/C1=C\c1ccc(F)cc1
→ -0.1, 5, -0.3, -13
(92) Cc1ccc(N2C(=O)C3C4C=CC(CC4)C3C2=O)cc1Br (configuration not stated)
→ 0.2, -9, 0.3, 5
(93) CN1CCN(C(=O)Nc2ccc(Cc3ccc(NC(=O)N4CCN(C)CC4)cc3)cc2)CC1
→ 0.1, 1, -1.2, -1
(94) COc1ccc(-c2csc(NC(=O)c3ccc(S(=O)(=O)N4CCc5ccccc5C4)cc3)n2)cc1
→ -0.5, -3, 0.9, -8
(95) COc1cc2c(cc1OC)C(COc1ccccc1OC)N(C(=O)C1CC1)CC2 (configuration not stated)
→ -0.1, -3, -0.2, 5
(96) COc1cc(C(=S)N2CCCCC2)ccc1OC(=O)c1ccc(Br)cc1
→ -0.1, 1, 1.1, -2
(97) COc1ccccc1NC(=O)Cn1cnc2sc(C(=O)Nc3ccc(C)cc3Br)c(C)c2c1=O
→ -0.4, 3, 0.4, 0
(98) COC(=O)C1=C(C(=O)c2ccccc2)C(c2ccc(F)cc2)n2nnnc2N1 (configuration not stated)
→ -0.1, -6, -0.9, -3

Random excerpt: six entries already listed.
Every second line gives: FBW7 activator, TEAD-YAP block, GPR151 activ, MITF inh
(19) Cc1ccc(-c2nnn(CC(=O)N(CC(=O)NC3CCCC3)c3cccc(F)c3)n2)o1
→ 0.1, 0, -0.3, 11
(1) CCOC(=O)C1=CNc2ccccc2S1
→ 0.3, -7, -0.5, -11
(68) CC(C)N(CCNc1cc(-c2ccc3[nH]ccc3c2)nc(N)n1)C(C)C
→ -0.1, -4, 1.0, -33
(28) Cn1ncc2c(NNC(=O)c3ccc(Cl)cc3Cl)ncnc21
→ -0.1, -9, 0.1, -2
(3) Cc1ccc(-c2nc(CS(=O)(=O)CC(=O)NC3CCCC(C)C3C)c(C)o2)cc1 (configuration not stated)
→ 0.1, 13, 1.2, 9
(31) CCCOC(=O)c1ccc(NC(=O)C2CC2)cc1
→ 0.1, -42, 0.7, -10
